# All columns: NCI-60 one-dose screen, growth in % after 48 h at 10 µM unless noted; 100 = growth as untreated, 0 = no growth, -100 = all killed.
# SK-OV-3 = SK-OV-3 ovarian cancer cells; 3.2% of 80,000 active
# OVCAR-8 = OVCAR-8 ovarian cancer. 4.4% of 81,000 active. AID 1794782
# ACHN = ACHN renal cancer; 4.9% of 81,000 active
# IGROV1 = IGROV1 ovarian cancer; 4.7% of 79,000 active; AID 1794786
# RXF 393 = RXF 393 renal cancer cells | AID 1794773 | 6.9% of 77,000 active
# A498 = A498 renal cancer cells; 5.4% of 76,000 active; AID 1794774
# OVCAR-5 = OVCAR-5 ovarian cancer; AID 1794783; 2.9% of 82,000 active
# OVCAR-4 = OVCAR-4 ovarian cancer cells; 3.7% of 80,000 active; AID 1794784
# OVCAR-3 = OVCAR-3 ovarian cancer. 7% of 79,000 active
# An asterisk follows results filed as active; . = not tested or not shown. How the source made its calls: active means growth percent below 10; inactive means the rest.
SMILES,SK-OV-3,OVCAR-8,ACHN,IGROV1,RXF 393,A498,OVCAR-5,OVCAR-4,OVCAR-3
CC1(C)CCC[C@]23C(=O)O[C@](O)(C(=O)C4=C[C@@](C)(/C=C/CCCc5ccc6ccc7cccc8ccc5c6c78)CC[C@@]42O)[C@@H]13,-66.2*,-34.2*,-100.0*,-83.0*,-86.2*,-87.9*,-75.7*,-92.3*,-82.0*
CN(C)c1ccc(C2(c3ccc(N(C)C)cc3)OC(=O)c3ccccc32)cc1,99.6,100.8,109.4,103.8,101.9,.,103.1,123.0,107.4
COc1ccc(C(=O)COc2ccc(/C=C3\Cc4ccccc4C3=O)cc2)cc1,110.4,.,84.9,71.7,104.7,109.6,93.9,98.6,107.0
O=C1C=CC(=O)C2=C1CCCC2,89.4,95.1,90.0,80.5,103.3,132.2,108.3,88.0,89.0
O=c1c(-c2nc3ccccc3[nH]2)cc2ccccc2n1Cc1cn(Cc2ccc(N3CCOCC3)cc2)nn1,.,37.4,35.7,40.0,35.7,92.4,77.3,6.8*,83.5
O=S1(=O)CCN(C2CCCCCC2)CC1,106.3,101.7,99.8,105.6,108.8,69.5,98.4,101.0,105.9
Cc1ccc(-c2c(Nn3cnnn3)no[n+]2[O-])cc1,112.6,80.6,98.2,94.7,102.7,81.1,129.1,92.4,98.3
COc1cc(C(=O)Nc2ccc(S(=O)(=O)c3ccc(NC(=O)c4cc(OC)c(OCc5ccccc5)cc4N)cc3)cc2)c(N)cc1OCc1ccccc1,86.5,98.2,95.4,66.5,170.7,122.1,104.4,95.8,105.8
O=C(O)CN1CCCCC1,122.9,101.2,108.7,109.5,115.9,101.2,103.8,119.2,122.7
Cl[C@@H]1CCO[C@H](c2cc3ccccc3c3ccccc23)C1,97.2,98.9,.,97.9,98.8,77.2,91.5,94.8,108.1
COc1ccc(-c2nc3sccn3c2/C=C/C(=O)c2cc(OC)c(OC)c(OC)c2)cc1OC,26.3,25.6,21.4,34.1,-1.1*,-2.6*,79.1,21.9,2.8*
NC(=O)c1ccc(=O)n(C2OC(CO)C(O)C2O)c1 (centres undefined),102.5,101.0,121.9,126.5,98.5,116.8,108.9,99.2,125.3

# Individual results from the results shown.
# CN(C)c1ccc(C2(c3ccc(N(C)C)cc3)OC(=O)c3ccccc32)cc1 in IGROV1 → 103.8
# COc1ccc(-c2nc3sccn3c2/C=C/C(=O)c2cc(OC)c(OC)c(OC)c2)cc1OC in SK-OV-3 → 26.3

# Later entries
SMILES,SK-OV-3,OVCAR-8,ACHN,IGROV1,RXF 393,A498,OVCAR-5,OVCAR-4,OVCAR-3
Cc1cc(N)cc(C)n1,101.2,93.8,107.7,105.0,107.0,104.3,106.8,105.3,95.4
COc1ccc(-c2cc(NC(=O)Nc3ccc(Cl)cc3)no2)cc1,106.4,99.9,101.1,101.0,105.8,83.5,95.8,102.9,111.4
CCOC(=O)C1(NC(=O)C2(NC(=O)CN3C(=O)c4ccccc4C3=O)CCCC2)CCCC1,108.8,107.2,110.0,115.6,100.5,106.3,102.6,101.9,134.5
NS(=O)(=O)c1ccc(CCN2C(=O)c3nccnc3C2=O)cc1,102.5,108.1,104.9,93.8,117.6,104.9,106.5,100.5,103.3
Cc1ccc(C2=C/C(=C\c3ccc(F)cc3)C(=O)N2CCc2ccc(S(N)(=O)=O)cc2)cc1,97.2,100.6,85.3,101.1,.,104.5,98.3,86.4,85.3
O=C(/C=C/Nc1ccc(F)cc1)c1ccc2c(c1)Nc1ccccc1S2,100.2,72.6,97.0,93.0,56.4,102.0,93.7,85.8,101.1
C=C(C)[C@@H]1CC=C2c3sc(N)nc3C[C@@H](C)[C@]2(C)C1,99.4,105.0,105.2,116.3,.,99.5,99.2,102.7,111.6
CC1Cc2ccc(OCCN(C)C)cc2C1=O (centres undefined),97.8,100.6,105.8,106.1,109.8,91.2,105.4,109.5,110.5
O=C1c2sccc2-c2cccc3cccc1c23,105.2,87.5,85.9,88.2,93.5,71.3,95.3,90.2,112.5
COc1ccc(C2N=C(SCC(=O)Nc3ccc(S(=O)(=O)Nc4cc(C)on4)cc3)NC(C)=C2C(C)=O)cc1 (centres undefined),110.8,112.6,114.7,117.6,.,112.4,112.5,103.8,110.3
CCOC(=O)CN1C(=O)c2ccc3c4c(ccc(c24)C1=O)C(=O)N(CC(=O)OCC)C3=O,.,105.6,101.2,.,107.7,102.5,114.8,84.9,46.2
O=S(=O)(Nc1ccc2[nH]ccc2c1)c1ccc(Cl)c(Cl)c1,107.8,98.0,99.4,115.0,94.4,73.2,106.3,90.0,113.1
COc1ccc2cc(C(C)C(=O)Nc3ccc(S(=O)(=O)Nc4nccs4)cc3)ccc2c1 (centres undefined),97.9,93.8,95.9,107.3,96.6,107.0,109.8,106.5,104.3
N#C/C(=C1C=C/C(=N/O)C(Cl)=C/1)c1ccc(Cl)cc1,121.5,66.3,67.3,45.4,81.9,88.1,129.2,88.9,31.7
COc1cccc(/C=C/C(=O)c2ccc(OC)c(S(N)(=O)=O)c2)c1,67.8,10.5,-40.4*,42.1,41.7,115.0,24.2,57.7,16.3
CC(=O)N1N=C(c2ccc(C)cc2)CC1c1sc(N2CCOCC2)nc1Cl (centres undefined),111.8,95.2,105.0,94.5,104.0,92.4,99.6,114.5,101.9
CS(=O)(=O)c1ccc(-c2nn(-c3ccc(F)cc3)cc2/C=N/NC(=O)c2nc(N)n[nH]2)cc1,103.7,101.3,100.4,101.7,.,94.7,100.3,101.3,102.9
Fc1ccc(CNc2c3ccccc3nc3ccccc23)cc1,39.9,22.3,12.5,21.9,0.2*,-1.8*,38.5,33.2,38.7
CC(=O)OCc1cc(Cl)ccc1OC(C)=O,100.0,97.8,105.2,106.3,115.1,98.4,105.1,103.7,111.0
C/C(=N\NC(=O)c1sc(=S)n(C)c1N)c1cccs1,101.7,105.9,100.6,101.1,.,114.3,112.2,108.1,110.5
Cc1cc(C)c2c(-c3nnc(N)o3)cc(=O)oc2c1,105.6,101.0,100.4,97.2,112.3,86.9,96.0,94.5,106.8
O=C1Nc2c(Br)cc(Br)cc2C12NCCc1cc(O)ccc12 (centres undefined),75.8,93.2,83.7,62.8,98.9,87.5,98.8,84.7,85.9
S=C1NCCS1,100.2,104.1,110.8,.,107.3,102.2,105.2,107.0,103.5
O=C1/C(=C/c2ccc([N+](=O)[O-])cc2)COc2ccc(O)c(O)c21,89.2,14.2,-77.5*,-40.0*,.,86.3,-68.6*,6.6*,-88.2*
COc1ccc(-c2coc3c4c(ccc3c2=O)OCN(C(C)C)C4)cc1OC,102.3,97.4,105.1,116.2,.,115.9,104.5,106.4,117.4
O=C(O)[C@H](Cc1ccccc1)N1C(=O)c2ccccc2C1=O,104.9,114.2,101.5,127.3,104.7,107.7,122.9,96.4,121.4
O=C1NC(=O)C(c2c[nH]c3ccccc23)=C1c1cccc2ccccc12,94.9,100.5,95.3,87.4,104.9,96.8,95.3,105.0,.
CCOC(=O)c1csc(NC(=O)COc2ccc(/C=C3\Oc4cc(OC)ccc4C3=O)cc2)n1,114.6,94.1,103.0,.,101.3,121.4,112.1,102.4,109.3
C=CCOC1=C(c2ccccc2)C(c2ccc(OC)cc2)N(Cc2ccc(OC)cc2OC)C1=O (centres undefined),83.5,57.0,84.4,63.2,88.6,70.9,102.7,72.1,87.7
COC(=O)N1CCN(CCNCc2ccc(NC(=O)c3ccc(C)c(C#Cc4cnc5cccnn45)c3)cc2C(F)(F)F)CC1,83.1,31.6,29.6,11.3,-47.2*,47.8,46.2,31.1,64.8
O=C1CCC23OC(c4ccccc4)(C(=O)c4ccccc4N12)C1SSCC(=O)N13 (centres undefined),109.0,103.6,104.5,98.6,116.2,107.9,101.5,102.5,98.7
Fc1ccc2[nH]c3c(NCCCN4CCOCC4)ncnc3c2c1,33.4,68.3,23.9,50.8,60.8,129.9,85.6,-38.6*,59.7
CCCNCCOC(=O)c1ccc(OCCC)c(N)c1,92.6,98.1,100.3,.,98.5,89.0,86.3,114.4,101.4
CCCCCN1C=C/C(=C\C(=O)N(C)c2ccccc2)c2ccccc21,98.4,104.9,112.2,97.8,.,84.9,111.0,96.5,102.0
COc1ccc(C2C3=C(CC(C)(C)CC3=O)N(CCc3ccc(S(N)(=O)=O)cc3)C3=C2C(=O)CC(C)(C)C3)cc1OC,106.0,102.6,98.5,105.2,116.6,.,99.7,99.2,.
CC1=C(C)C(=O)C(N2CCN(c3cccc(C)c3)CC2)=CC1=O,83.7,97.6,93.5,84.6,68.6,84.9,100.4,68.0,98.8
O=C(/C=C(/C=C/c1ccc(SC(F)(F)F)cc1)OB(F)F)/C=C/c1ccc(SC(F)(F)F)cc1,108.9,92.2,101.6,93.0,113.3,.,110.7,98.9,99.8
N#CN1c2ccccc2C=CC1O (centres undefined),97.1,71.2,94.3,99.0,94.1,.,90.6,90.2,93.0
CN1CCN(CCNC(=O)Nc2ncccc2OCc2ccccc2)CC1,95.0,101.0,101.9,103.0,106.1,92.9,94.5,107.2,103.1
O=C1Nc2ccc(F)cc2/C1=C/c1ccc(OCc2ccccc2)cc1,99.8,100.8,107.3,97.1,99.7,.,101.0,99.2,.
CCOCCOC(=O)c1ccccc1OCc1ccccc1,100.6,94.4,108.5,110.2,105.3,103.8,116.6,107.6,102.2
O=C(Cc1ccccn1)c1ccccc1,114.1,105.3,97.9,107.6,103.3,109.4,96.7,96.2,134.0
CC1(C)CC(=O)c2c(nn(-c3ccc(Br)cc3)c2-c2cn(-c3ccccc3)nc2-c2cccnc2)C1,82.5,97.6,93.4,93.9,96.1,98.5,105.7,84.5,99.7
O=C(O)c1cn(C2CC2)c2cc(N3CCN(C(=O)CCCN4C(=O)CSC4=O)CC3)c(F)cc2c1=O,116.4,103.3,99.4,84.7,69.4,54.9,88.8,80.8,112.1

# Part of the list above in a different format.
# Sequence of screens: SK-OV-3	OVCAR-8	ACHN	IGROV1	RXF 393	A498	OVCAR-5	OVCAR-4	OVCAR-3
COc1ccc(-c2coc3c4c(ccc3c2=O)OCN(C(C)C)C4)cc1OC
  102.3	97.4	105.1	116.2	.	115.9	104.5	106.4	117.4
O=C(O)[C@H](Cc1ccccc1)N1C(=O)c2ccccc2C1=O
  104.9	114.2	101.5	127.3	104.7	107.7	122.9	96.4	121.4
O=C1NC(=O)C(c2c[nH]c3ccccc23)=C1c1cccc2ccccc12
  94.9	100.5	95.3	87.4	104.9	96.8	95.3	105.0	.
CCOC(=O)c1csc(NC(=O)COc2ccc(/C=C3\Oc4cc(OC)ccc4C3=O)cc2)n1
  114.6	94.1	103.0	.	101.3	121.4	112.1	102.4	109.3
C=CCOC1=C(c2ccccc2)C(c2ccc(OC)cc2)N(Cc2ccc(OC)cc2OC)C1=O (centres undefined)
  83.5	57.0	84.4	63.2	88.6	70.9	102.7	72.1	87.7
COC(=O)N1CCN(CCNCc2ccc(NC(=O)c3ccc(C)c(C#Cc4cnc5cccnn45)c3)cc2C(F)(F)F)CC1
  83.1	31.6	29.6	11.3	-47.2*	47.8	46.2	31.1	64.8
O=C1CCC23OC(c4ccccc4)(C(=O)c4ccccc4N12)C1SSCC(=O)N13 (centres undefined)
  109.0	103.6	104.5	98.6	116.2	107.9	101.5	102.5	98.7
Fc1ccc2[nH]c3c(NCCCN4CCOCC4)ncnc3c2c1
  33.4	68.3	23.9	50.8	60.8	129.9	85.6	-38.6*	59.7
CCCNCCOC(=O)c1ccc(OCCC)c(N)c1
  92.6	98.1	100.3	.	98.5	89.0	86.3	114.4	101.4
CCCCCN1C=C/C(=C\C(=O)N(C)c2ccccc2)c2ccccc21
  98.4	104.9	112.2	97.8	.	84.9	111.0	96.5	102.0
COc1ccc(C2C3=C(CC(C)(C)CC3=O)N(CCc3ccc(S(N)(=O)=O)cc3)C3=C2C(=O)CC(C)(C)C3)cc1OC
  106.0	102.6	98.5	105.2	116.6	.	99.7	99.2	.
CC1=C(C)C(=O)C(N2CCN(c3cccc(C)c3)CC2)=CC1=O
  83.7	97.6	93.5	84.6	68.6	84.9	100.4	68.0	98.8
O=C(/C=C(/C=C/c1ccc(SC(F)(F)F)cc1)OB(F)F)/C=C/c1ccc(SC(F)(F)F)cc1
  108.9	92.2	101.6	93.0	113.3	.	110.7	98.9	99.8
N#CN1c2ccccc2C=CC1O (centres undefined)
  97.1	71.2	94.3	99.0	94.1	.	90.6	90.2	93.0
CN1CCN(CCNC(=O)Nc2ncccc2OCc2ccccc2)CC1
  95.0	101.0	101.9	103.0	106.1	92.9	94.5	107.2	103.1
O=C1Nc2ccc(F)cc2/C1=C/c1ccc(OCc2ccccc2)cc1
  99.8	100.8	107.3	97.1	99.7	.	101.0	99.2	.
CCOCCOC(=O)c1ccccc1OCc1ccccc1
  100.6	94.4	108.5	110.2	105.3	103.8	116.6	107.6	102.2
